Bioassay records (PubChem BioAssay)
RGS4 inhibitor – blocks human RGS4-accelerated GTP hydrolysis | Potency, µM (highest dose often 114 µM), inactives show at the top dose activity change, negative = inhibition, actives largely listed as inhibitors | Transcreener GDP fluorescence polarization, RGS4-accelerated GTP hydrolysis | AID 504845 | 390,000 compounds, 0.039% hits; further: on the % scale 0 is the no-effect control and ±100 the full control effect; nearly all actives have a fitted effect of over 75% in size; some results filed as inactive show a strong effect at the top dose
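MLSMR compounds (23 nl, pin-transferred) preincubated 10 min at room temperature with a 500nM (2x) first reagent, then RGS4 at 900nM (2x) plus Transcreener GDP mix added; fluorescence polarization (620/688 nm) read before and after 90 min at 30 °C.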
Vif-APOBEC3G blk – inhibitors of Vif-APOBEC3G interaction. Q9HC16. HeLa A3G-eYFP + Vif (tagged APOBEC3G with the HIV-1 protein that degrades it), YFP fluorescence, overnight. Potency, µM (highest dose often 46.1 µM), without a hit: at the top dose activity, negative = active, actives largely listed as inhibitors. 410,000 compounds, 0.076% hits. AID 602310;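 further: on the % scale 0 is the no-effect control and ±100 the full control effect; nearly all actives have a fitted effect of over 60% in size; hits raise eYFP signal because A3G escapes Vif-driven loss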
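HeLa cells stably expressing Vif and C-terminally eYFP-tagged A3G, seeded overnight at 37 deg C, then exposed to compound by pintool overnight at 37 deg C. Rise in yellow fluorescence (Ex 488/Em 500-530, Acumen) marks blocked Vif-driven A3G degradation.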
mIDH1 inhibitor – human IDH1 R132H inhibition. O75874. IDH1-R132H enzyme, NADPH consumption, diaphorase/resazurin fluorescence. Potency, µM (doses to about 76.6 µM), for the others: at the highest dose activity change, negative = inhibition, hits mostly inhibitors. 390,000 compounds, 0.093% hits; further: on the % scale 0 is the no-effect control and ±100 the full control effect; nearly all actives have a fitted effect of over 65% in size
Target sequence (O75874 whole entry R132H, stated change not applied): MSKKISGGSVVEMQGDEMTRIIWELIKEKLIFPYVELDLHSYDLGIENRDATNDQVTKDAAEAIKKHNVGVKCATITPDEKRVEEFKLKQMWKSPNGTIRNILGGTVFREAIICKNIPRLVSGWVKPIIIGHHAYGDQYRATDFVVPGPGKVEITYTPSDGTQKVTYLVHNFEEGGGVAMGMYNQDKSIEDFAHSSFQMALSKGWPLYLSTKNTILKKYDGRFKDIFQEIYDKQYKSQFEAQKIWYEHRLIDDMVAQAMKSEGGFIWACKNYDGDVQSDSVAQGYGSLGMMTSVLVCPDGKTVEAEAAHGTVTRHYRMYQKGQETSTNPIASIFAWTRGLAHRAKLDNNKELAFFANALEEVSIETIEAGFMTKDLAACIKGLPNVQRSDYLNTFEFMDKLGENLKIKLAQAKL
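IDH1-R132H (0.5 ug/mL dispensed) in pH 7.5 Tris buffer was preincubated 30 min with compound, then given a substrate mix of 0.016 mM NADPH and 2 mM alpha-KG for 80 min at room temperature; remaining NADPH was read by diaphorase/resazurin fluorescence.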
USP1-UAF1 inh – inhibitors of human USP1/UAF1 deubiquitinase | O94782 | recombinant USP1/UAF1, Ub-Rhodamine cleavage fluorescence | Potency, µM (series often up to 57.1 µM), inactives show top-dose activity change, negative = inhibition, most hits filed as inhibitors | 390,000 compounds, 0.23% hits | AID 743255; further: on the % scale 0 is the no-effect control and ±100 the full control effect; nearly all actives have a fitted effect of over 60% in size; inactives centre near -12
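USP1/UAF1 complex (1 nM) preincubated 15 min at room temperature with compound, then Ub-Rho substrate (150 nM final) added. Kinetic fluorescence at 480/540 nm over 6 reads at 60 s intervals; 50 mM HEPES pH 7.8, 0.5 mM EDTA, 0.1 mg/ml BSA, 1 mM TCEP, 0.01% Tween-20.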
Vif-A3F inh – Vif-A3F binding inhibition | Potency, µM (series often up to 46.1 µM), for the others: at the highest dose activity, negative = active | 390,000 compounds, 0.2% hits | HeLa A3F-eYFP + Vif (tagged APOBEC3F with the HIV-1 protein that degrades it), YFP fluorescence increase; further: % of control where 0% means no effect; nearly all actives have a fitted effect of over 65% in size
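HeLa cells stably expressing Vif plus C-terminally eYFP-tagged A3F were seeded, incubated overnight at 37 deg C, dosed with compound, incubated overnight again at 37 deg C. Yellow fluorescence (Ex 488/Em 500-530) reported blocked Vif-mediated A3F-eYFP degradation.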
RXFP1 agonist – RXFP1 (human) receptor agonism; Q9HBX9; HEK293T-RXFP1 cAMP TR-FRET, 30 min; response scale: percent of porcine relaxin response, buffer zero; Potency, µM (titrated, usually from 57.5 µM), inactives show top-dose activation, usual class: activators; 370,000 compounds, 0.3% hits; AID 2676; further: on the % scale 0 is the no-effect control and ±100 the full control effect; nearly all actives have a fitted effect of over 60% in size; many of its hits are not listed in these tables
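HEK293T cells stably expressing RXFP1 were pretreated with the PDE4 inhibitor Ro 20174, exposed to compounds for 30 min at 37C, lysed, and cAMP was read by TR-FRET. Data normalized to buffer (basal) and 29 nM porcine relaxin (100%).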
rTrxR1 inhibitor – inhibitors of rat thioredoxin reductase 1 | O89049 | recombinant rTrxR1, NADPH fluorescence consumption, selenite substrate | Potency, µM (series often up to 114 µM), inactives show top-dose activity change, negative = inhibition, hits mostly inhibitors | 390,000 compounds, 1% hits; further: on the % scale 0 is the no-effect control and ±100 the full control effect; nearly all actives have a fitted effect of over 65% in size
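Rat TrxR1 (90 nM in the dispensed reagent) was pre-reduced with 400 uM NADPH for 5 min at room temperature, then incubated with compound for 15 min. After 400 uM selenite was added, NADPH fluorescence (Ex 340/Em 450 nm) was followed for 8 min.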
TrxR1 substrate – rat thioredoxin reductase 1 substrate activity. O89049. purified TrxR1 substrate turnover, NADPH consumption readout. Potency, µM (top dose mostly 114 µM), for inactives: at the highest dose activity change, negative = substrate turnover. 390,000 compounds, 0.01% hits; further: on the % scale 0 is the no-effect control and ±100 the full control effect; nearly all actives have a fitted effect of over 50% in size
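Rat TrxR1, dispensed at 90 nM, was prereduced with 400 uM NADPH (final) for 5 min at ~22 deg C, then incubated with compound 15 min before 400 uM selenite. A first-read NADPH fluorescence drop versus no-compound background flagged substrates.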
ALOX12 inh – inhibitors of human 12S-lipoxygenase ALOX12; P18054; purified 12hLO, xylenol orange hydroperoxide absorbance; 580,000 compounds, 1.1% hits; Potency, µM (titrated, usually from 108 µM), for the others: top-dose activity change, negative = inhibition, hits mostly inhibitors; further: on the % scale 0 is the no-effect control and ±100 the full control effect
Target sequence (P18054 whole entry, looked up): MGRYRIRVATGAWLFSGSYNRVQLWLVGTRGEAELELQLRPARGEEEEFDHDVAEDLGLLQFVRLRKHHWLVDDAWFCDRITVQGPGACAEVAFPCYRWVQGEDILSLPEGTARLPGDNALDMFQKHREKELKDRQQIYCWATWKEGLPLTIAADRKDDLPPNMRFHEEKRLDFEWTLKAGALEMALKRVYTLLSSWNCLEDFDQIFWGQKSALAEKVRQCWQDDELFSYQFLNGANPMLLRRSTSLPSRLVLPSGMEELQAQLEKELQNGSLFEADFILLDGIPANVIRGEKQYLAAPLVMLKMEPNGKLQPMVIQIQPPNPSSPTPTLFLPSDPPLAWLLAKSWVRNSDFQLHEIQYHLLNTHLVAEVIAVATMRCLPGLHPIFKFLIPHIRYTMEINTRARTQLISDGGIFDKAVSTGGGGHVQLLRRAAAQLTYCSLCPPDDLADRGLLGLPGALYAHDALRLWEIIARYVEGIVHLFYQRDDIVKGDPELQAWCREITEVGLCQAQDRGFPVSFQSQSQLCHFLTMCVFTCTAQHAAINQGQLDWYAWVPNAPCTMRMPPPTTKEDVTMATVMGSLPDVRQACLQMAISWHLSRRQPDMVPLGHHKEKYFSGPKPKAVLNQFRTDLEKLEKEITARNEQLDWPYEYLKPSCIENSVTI
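Purified human 12hLO (150 nM final) in 25 mM Hepes, 0.01% Triton X-100, pH 7.0 was preincubated 15 min at room temperature with compound. Then 40 uM arachidonic acid was added, 30 min. Hydroperoxide was read by Fe-XO absorbance ratio 573/405 nm.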
Numbers without * were called inactive; ? = inconclusive; . = not tested or not shown; [ ] = dose if it differs, or a comment. The call rests on the fitted dose curve; in most records, active means well fitted curve in the direction sought with a large enough effect; inconclusive means small, poorly fitted or top-dose-only effect, or another doubt; inactive means no such curve, though single readings can be large; an effect the other way counts as inactive or inconclusive. Potency means the concentration at half of the fitted maximal effect. Only part of the results is shown (hit frequency here may not be typical).

SMILES | RGS4 inhibitor | Vif-APOBEC3G blk | mIDH1 inhibitor | USP1-UAF1 inh | Vif-A3F inh | RXFP1 agonist | rTrxR1 inhibitor | TrxR1 substrate | ALOX12 inh
COc1ccccc1NC(=O)Cn1c(=O)n(CCc2ccccc2)c(=O)c2sc3ccccc3c21 | -3.8% | 2.4% | 14.5% | -3.9% | -7.9% | 6.7% | 5.2% | -1.3% | -21.5%
Cc1ccc2cc3cc(C(=O)NCCCN4CCc5ccccc5C4)oc3nc2c1 | -29.4%[11.4 µM] | 9.4% | 8.2% | -22.1% | 10.6% | 0.9% | -17.5%[11.4 µM] | 106.0%[57.1 µM] | 0.0%
Cc1ccc(NC2=C(N3CCOCC3)C(=O)c3ccccc3C2=O)cc1 | -3.3% | -13.6% | 7.1% | 39.8µM* | 0.8% | 1.2% | 11.4% | 7.6% | ?
CC1=C(C#N)C(NC(=O)c2ccco2)(C(F)(F)F)C(=O)N1 (stereo not given) | 25.3% | 0.0% | -0.5% | -16.1% | -15.7% | -0.2% | 18.6% | 9.1% | -0.4%
C=C(C)CN(CC)C(=O)COc1ccc(S(=O)(=O)Nc2ccc(OC)cc2)cc1 | -11.4% | 2.2% | 0.0% | -5.7% | 1.9% | -0.9% | 5.1% | -1.4% | -8.9%
C/C(CC(=O)Nc1cccc(C(F)(F)F)c1)=N\NC(=O)c1ccncc1 | -12.3% | -3.6% | 16.6% | -16.5% | -17.9% | 2.2% | -51.1% | 8.6%[57.1 µM] | 3.2%
O=C1c2ccccc2N2C(=O)c3ccccc3C2N1O (stereo not given) | -4.1% | 0.9% | 8.4% | -5.4% | -2.2% | 1.8% | -8.1% | -2.9% | -32.7%
CC(=C\c1ccccc1)/C=C1/SC(=O)N(CCCC(=O)Nc2ccc(C(=O)O)cc2)C1=O | -10.4% | 3.4% | 0.0% | -15.4% | -7.2% | 1.7% | -7.2%[57.1 µM] | -8.2%[57.1 µM] | -3.7%
O=C(CN1C(=O)c2ccccc2C1=O)Nc1ccccc1C(F)(F)F | -15.2% | 8.7% | 6.1% | -22.0% | 2.6% | 7.7% | 22.3% | 3.7% | 3.3%
O=C(/C=C/c1ccccc1Br)c1ccc2c(c1)OCO2 | -52.4% | ? | 10.9% | -23.1% | 0.1% | -3.7% | 11.2%[57.1 µM] | 12.6%[57.1 µM] | -11.1%
CC(C)Cn1c(CCCNC(=O)c2ccc(F)cc2)nc2ccccc21 | -29.1% | -0.7% | 15.0% | -20.5% | -4.4% | 0.4% | 16.1%[57.1 µM] | 6.1%[57.1 µM] | 33.3%[activator]
Cc1cc(=O)[nH]c(N/N=C/c2ccc(N(C)C)cc2)n1 | 16.3% | -2.9% | 1.7% | -17.3% | -2.8% | 0.5% | -1.4%[57.1 µM] | -0.6%[57.1 µM] | 22.0%
O=C1Nc2ccccc2N(O)N1c1ccc(S(=O)(=O)N2CCCCCC2)cc1 | -3.9% | -1.6% | -5.0% | -21.3% | -6.0% | -0.4% | 6.2% | 8.9% | -19.4%
O=C(c1ccco1)N1CCN(C(=O)c2cc(Cl)nc3ccccc23)CC1 | 11.8% | -0.9% | 2.2% | -18.4% | 4.5% | 2.6% | -17.0% | -5.7% | -2.5%
COc1ccccc1OCc1ccc(C(=O)NCc2ccco2)o1 | 11.6% | -0.6% | 17.5% | -5.4% | -3.2% | 1.1% | -13.1% | 14.4% | -10.9%
O=C(NC1CCCCC1)NS(=O)(=O)c1ccc2c(c1)CCC2 | -0.8% | -5.8% | 0.7% | -14.2% | 7.3% | . | 5.2%[11.4 µM] | 3.9%[57.1 µM] | -4.7%
CC1=C([N+](=O)[O-])C(c2cccc(Br)c2)C2=C(N1)c1ccccc1C2=O (stereo not given) | -47.0% | -21.5% | 4.6% | ? | -4.8% | 3.6% | ? | -6.6% | ?
CC1=C(C(=O)Nc2ccccc2)C(c2ccc(C)cc2)n2nc(SCc3ccccc3C)nc2N1 (stereo not given) | 3.3% | -5.5% | -6.6% | -31.5% | 0.7% | 1.9% | 19.2% | 3.7% | 0.0%
Cc1ccc(NC(=O)CCC(=O)N2Cc3ccccc3Oc3ncccc32)cc1 | -0.9% | -5.8% | 2.8% | -5.0% | 0.1% | -2.6% | 1.9% | 1.1% | -2.8%
CC1CCN(C(=O)CSc2nnc(CN3CCOCC3)n2-c2ccccc2)CC1 | 20.1% | 0.7% | 1.6% | -0.7% | 0.3% | 0.2% | -5.2% | 6.6% | -2.8%

Entries of single compounds, looked up by structure:
CC1CCN(C(=O)CSc2nnc(CN3CCOCC3)n2-c2ccccc2)CC1 is listed with RGS4 inhibitor: 20.1%; Vif-APOBEC3G blk: 0.7%; mIDH1 inhibitor: 1.6%; USP1-UAF1 inh: -0.7%; Vif-A3F inh: 0.3%; RXFP1 agonist: 0.2%; rTrxR1 inhibitor: -5.2%; TrxR1 substrate: 6.6%; ALOX12 inh: -2.8%
CC1=C(C(=O)Nc2ccccc2)C(c2ccc(C)cc2)n2nc(SCc3ccccc3C)nc2N1 (stereo not given) is listed with RGS4 inhibitor: 3.3%; Vif-APOBEC3G blk: -5.5%; mIDH1 inhibitor: -6.6%; USP1-UAF1 inh: -31.5%; Vif-A3F inh: 0.7%; RXFP1 agonist: 1.9%; rTrxR1 inhibitor: 19.2%; TrxR1 substrate: 3.7%; ALOX12 inh: 0.0%

(further entries)
SMILES | RGS4 inhibitor | Vif-APOBEC3G blk | mIDH1 inhibitor | USP1-UAF1 inh | Vif-A3F inh | RXFP1 agonist | rTrxR1 inhibitor | TrxR1 substrate | ALOX12 inh
CN(C(=O)c1ccc(NC(=O)Cc2cccc(NC(=O)C3CCN(C(=O)CCc4ccccc4)CC3)c2)cc1)C1CCCC1 | 23.0% | 2.0% | 0.6% | -13.7% | -1.9% | -0.7% | 16.5% | -0.7% | 1.3%
CC1CCN(c2c([N+](=O)[O-])c(=O)n(-c3ccccc3)c3ccccc23)CC1 | -6.5% | 0.2% | -4.2% | 3.2% | . | -1.6% | -2.8% | 1.0% | 0.0%
Cc1ccc(C(=O)N2CCN(c3cccc(C)c3C)CC2)cc1S(=O)(=O)N1CCOCC1 | -22.1% | 0.0% | 0.7% | -14.7% | -5.0% | 1.8% | 1.2% | -2.8% | ?
Cc1ccc(NC(=O)Cc2ncon2)cc1Cl | -21.0% | -0.6% | 2.6% | -9.4% | -1.5% | -0.5% | 5.6% | -3.7% | 48.1%[activator]
Cc1nc2ccccn2c1C(=O)N/N=C/c1ccc([N+](=O)[O-])cc1 | 0.9% | 2.1% | 2.1% | -16.8% | -11.8% | 4.4% | -5.9% | -2.5% | .
COc1ccc(CC(NC(C)=O)C(=O)NC2CCN(C(=O)c3cccc(Cl)c3)CC2)cc1OC (stereo not given) | -39.3% | 1.7% | 0.0% | -16.9% | 0.4% | 4.1% | 21.8% | 3.0% | -11.5%
CC1CN(C(=S)Nc2ccccc2F)CC(C)O1 (stereo not given) | 12.2% | 0.2% | -5.4% | -9.1% | 0.9% | 2.8% | 18.4% | 1.2% | -4.1%
C=CC[C@H](CC(=O)N[C@H](CO)Cc1ccccc1)C(=O)N[C@@H](COC(=O)[C@@H](CC=C)Cc1ccc(F)cc1)Cc1c[nH]c2ccccc12 | -7.8% | -3.4% | 10.3% | 7.7% | -2.1% | . | 27.3%[57.1 µM] | 6.3%[57.1 µM] | -5.6%
O=C(COC(=O)c1cc(Cl)nc(Cl)c1)NCc1ccc2c(c1)OCO2 | 16.7% | 1.7% | 1.9% | -9.7% | 0.6% | . | -1.3% | -2.9% | -7.7%
COc1ccccc1C(=O)OCC(=O)N1CCC(Cc2ccccc2)CC1 | 11.7% | 1.3% | -6.1% | -11.0% | 6.7% | -0.4% | 9.4% | -1.7% | -28.6%
N#C/C(=C\c1ccc(O)c([N+](=O)[O-])c1)C(=O)NCc1ccccc1 | -13.2% | ? | 7.5% | -22.6% | ? | -2.0% | -28.6% | ? | -9.1%
Cc1ccc(NC(=O)C2CCCN2C(=O)c2cccs2)cc1C (stereo not given) | 1.6% | 1.2% | 6.0% | -22.4% | -2.3% | 0.4% | 16.8% | 2.3% | -19.2%
O=Cc1ccc(N2CCCCC2)cc1 | -15.5% | 2.7% | -0.1% | -8.9% | -27.3% | 0.2% | 27.0%[57.1 µM] | -1.1% | -5.5%
CCC(C)(C)n1nnnc1C(c1ccccc1OC)N1CCSCC1 (stereo not given) | 4.6% | -5.3% | 5.8% | -10.4% | -7.9% | 0.6% | 0.8% | 7.3%[57.1 µM] | -42.0%
COC(=O)C1=C(C)C(c2ccc(OC)cc2OC)NC(=O)N1 (stereo not given) | -12.5% | -7.4% | 3.6% | 2.7% | 2.4% | 0.3% | 17.4%[57.1 µM] | 9.6%[57.1 µM] | 1.8%
CC1CCN(c2nc3ccc(C(=O)N4CCN(Cc5ccc6c(c5)OCO6)CC4)cc3s2)CC1 | 2.6% | 5.8% | 13.0% | -14.1% | 5.8% | 1.4% | 11.9% | 5.0% | 2.3%[57.4 µM]
CC(=O)N1CCN(c2ccccc2NC(=S)NC(=O)c2cc3ccccc3o2)CC1 | -27.8% | -5.7% | 8.5% | -27.8% | -3.7% | 0.7% | -2.1% | -1.3% | ?
